# CXCR6 block: CXCR6 (human) receptor inhibition; CHO-K1 PathHunter CXCR6 beta-arrestin, luminescence; inhibition, % at 20 µM; 360,000 compounds, 0.36% hits; AID 602244; in the data active = inhibition above about 34%, passing the limit was not always enough;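 also: antagonist mode with CXCL16 agonist at 10 nM final; 0% = 10 nM CXCL16 with DMSO and 100% = unstimulated wells without agonist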
# TIM10 inh: growth inhibitors of TIM10 yeast strain; S. cerevisiae TIM10 strain growth, BacTiter-Glo luminescence, 24 h; inhibition, % at 10 µM; 330,000 compounds, 1.4% hits; AID 463195;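 active = inhibition of 40% or more at the single tested concentration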;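 also: wild-type TIM10 isogenic control strain grown at permissive 25 °C; 0% = DMSO yeast wells and 100% = minimal medium wells without yeast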
# Mdm2-MdmX inh: human Mdm2/MdmX binding inhibition; O15151+Q00987; SaOS-2 split-luciferase Mdm2/MdmX complementation, luminescence; inhibition, % at 8 µM; 330,000 compounds, 3% hits; AID 485346;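 active = inhibition of at least 50% at 8 µM in the primary screen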
# Target sequence (O15151 whole entry, looked up): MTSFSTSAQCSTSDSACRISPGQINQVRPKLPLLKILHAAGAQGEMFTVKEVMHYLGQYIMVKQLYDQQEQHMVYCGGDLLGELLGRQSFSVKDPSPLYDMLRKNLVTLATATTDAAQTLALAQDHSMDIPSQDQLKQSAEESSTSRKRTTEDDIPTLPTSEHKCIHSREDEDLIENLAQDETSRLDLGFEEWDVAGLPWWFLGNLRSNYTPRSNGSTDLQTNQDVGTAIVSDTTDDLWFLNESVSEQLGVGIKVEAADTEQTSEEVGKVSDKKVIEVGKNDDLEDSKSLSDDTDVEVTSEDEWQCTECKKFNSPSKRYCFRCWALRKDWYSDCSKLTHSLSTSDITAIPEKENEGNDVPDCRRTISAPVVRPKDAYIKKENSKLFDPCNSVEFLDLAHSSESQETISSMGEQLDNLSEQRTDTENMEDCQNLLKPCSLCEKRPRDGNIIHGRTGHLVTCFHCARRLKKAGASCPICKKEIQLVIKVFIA
# Target sequence (Q00987 whole entry, looked up): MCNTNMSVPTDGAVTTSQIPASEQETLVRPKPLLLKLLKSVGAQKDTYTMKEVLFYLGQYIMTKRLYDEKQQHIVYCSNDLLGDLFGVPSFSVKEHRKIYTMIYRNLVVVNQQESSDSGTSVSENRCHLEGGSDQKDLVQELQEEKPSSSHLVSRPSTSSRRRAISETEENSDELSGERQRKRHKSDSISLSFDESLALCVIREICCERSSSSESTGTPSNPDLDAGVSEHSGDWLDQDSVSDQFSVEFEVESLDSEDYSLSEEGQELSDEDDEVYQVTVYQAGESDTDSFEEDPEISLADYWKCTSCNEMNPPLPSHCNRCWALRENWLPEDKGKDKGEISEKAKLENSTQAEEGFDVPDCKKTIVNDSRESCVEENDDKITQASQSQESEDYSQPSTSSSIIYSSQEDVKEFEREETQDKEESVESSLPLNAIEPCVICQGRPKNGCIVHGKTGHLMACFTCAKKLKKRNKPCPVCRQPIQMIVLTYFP
# CHOP UPR activ: apoptotic UPR (CHOP) activation; CHO-CHOP luciferase reporter, luminescence; percent of tunicamycin response over DMSO baseline; activation, % at 10 µM; 330,000 compounds, 0.34% hits; AID 449763;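 active = at 10 µM dose, activation of 40% or more, normalized to positive control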;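 also: 100% = tunicamycin at 10 µg/mL and 0% = DMSO alone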
#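 Assay system: CHO-CHOP cells, stable luciferase reporter of PERK-eIF2a-CHOP signalling / Buffer or medium: F12 plus 10% serum / Compound dosing: one dose, 10 µM in 0.5% DMSO / Times: 6 h compound treatment, 37 °C / Technique: luciferase luminescence / Read-out: % reporter activation, DMSO baseline versus tunicamycin full activation / Benchmarks: tunicamycin and DMSO controls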
# XBP1 UPR activ: activators of adaptive arm of unfolded protein response (XBP1) | CHO-XBP1 luciferase reporter, IRE1-XBP1 UPR activation, luminescence; percent of tunicamycin response, DMSO as zero | activation, % at 20 µM | 330,000 compounds, 0.33% hits | AID 463104;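 active = versus positive control, 20 µM dose yields 30% or more activation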;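 also: 100% = tunicamycin at 10 µg/mL and 0% = DMSO only wells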
#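 Material: IRE1-XBP1 luciferase reporter CHO line / Quantity: one thousand reporter cells per well / Buffer or medium: F12 with 10% serum / Compound: 20 µM single concentration, DMSO 1% / Times: 6 h treatment, 37 °C / Detection: Steady-Glo luciferase glow luminescence, 10 min after reagent addition / Benchmarks: tunicamycin high, DMSO low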
# tim23-1 inh: tim23-1 yeast growth inhibition. AID 463212. S. cerevisiae tim23-1 growth, BacTiter-Glo luminescence, 24 h. inhibition, % at 20 µM. 330,000 compounds, 1.3% hits;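 active = growth inhibition of the mutant yeast at or above 50%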;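 also: temperature-sensitive mutant grown at 25 °C; plate controls were DMSO-treated mutant yeast for no effect and medium wells lacking yeast for full effect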
# APJ ag: activates the human apelin receptor APJ; CHO-K1 APJ PathHunter beta-arrestin, luminescence; 0% DMSO wells, 100% apelin; 330,000 compounds, 0.11% hits; activation, % at 20 µM; P35414;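 active = activation more than six SD over the plate average, tested at 20 µM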;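 also: 0% = DMSO alone and 100% = apelin-13 at 10 nM; some results filed as inactive read as strong as hits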
#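 Assay system: engineered CHO-K1 APJ arrestin reporter cells; Amount: 1000 CHO-K1 reporter cells seeded per well; Dosing: one dose, 20 µM compound, 1% DMSO; Times: compound stimulation 90 min at 25 °C, detection 60 min; Measured by: luminescent beta-gal fragment complementation, chemiluminescent substrate; Read-out: APJ–arrestin association signal; Controls: DMSO vs Apelin-13 10 nM.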
# tim10-1 inh: inhibits growth of tim10-1 mutant yeast | S. cerevisiae tim10-1 ts strain growth, BacTiter-Glo, 24 h | inhibition, % at 20 µM | 330,000 compounds, 2.2% hits;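 active = inhibition of at least 40%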;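 also: mutant grown at 25 °C; 0% = DMSO wells with yeast and 100% = wells holding no yeast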
# APJ antag: blocks the human apelin receptor APJ; 330,000 compounds, 0.32% hits; inhibition, % at 20 µM; CHO-K1 APJ beta-arrestin complementation, luminescence; P35414;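 active = inhibition above about 40% at 20 µM, limit read from the data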;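 also: cells challenged with 10 nM apelin-13 agonist together with compound; plate controls were apelin-13 plus DMSO wells for no effect and DMSO wells lacking apelin-13 for full effect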
# * marks the source's active call; other numbers are inactive results; nt = not tested or not shown.
smiles	CXCR6 block	TIM10 inh	Mdm2-MdmX inh	CHOP UPR activ	XBP1 UPR activ	tim23-1 inh	APJ ag	tim10-1 inh	APJ antag
O=C(N/N=C/c1ccc2nccnc2c1)c1ccccc1O	nt	0	0	4.1	-2	-3	0	21	7
COc1ccccc1NC(=O)CN1CCC(C(=O)c2ccc(F)cc2)CC1	-2	-8	-25	-1.9	0	4	2	26	0
CC1(C)CC(=O)C=C(NCc2ccncc2)C1	-7	-5	27	-0.9	3	2	-3	6	-8
Cc1cc2c(c(=O)o1)C(C(C)C)C(C#N)=C(N)O2 (stereo unspecified)	-1	-5	-2	-0.3	1	-3	-6	19	-24
CCCCC[n+]1ccn(-c2nc3ccccc3nc2[N-]S(=O)(=O)c2ccccc2)c1	7	-3	27	0.4	1	-12	-3	-2	11
COCCn1c(C)cc2c(c1=O)C(c1ccccc1F)C(C#N)=C(N)O2 (stereo unspecified)	5	-9	-9	0.9	2	7	-1	-2	22
CN(Cc1ccccc1)C(=O)c1ccccc1Br	-5	3	-14	-0.9	6	12	1	7	1
CCN(Cc1cnn(C)c1)C(=O)c1ccc(OC2CCN(S(=O)(=O)N(C)C)CC2)cc1	1	-2	0	-0.7	1	1	-1	-23	16
C/C(=N\NC(=O)c1ccc(Br)cc1)C1C(=O)c2ccccc2C1=O	10	13	8	2.4	5	38	-6	1	32
CC(=O)NCC(=O)N(c1c(C)n(C)n(-c2ccccc2)c1=O)C1(C(=O)NC2CCCC2)CCCCC1	6	10	0	2.4	-2	0	3	-1	15
COc1ccc(-c2ocnc2C(=O)Nc2ccc(N3CCOCC3)cc2N2CCOCC2)cc1OC	3	14	38	-0.8	13	17	-1	18	0
COc1ccc(S(=O)(=O)N2CCC(C(=O)N(C)Cc3ccc(C)o3)CC2)cc1OC	-6	6	-44	0.5	-3	19	-1	10	2
CN(CC(=O)Nc1ccc(F)c(F)c1F)C(=O)C1CCCO1 (stereo unspecified)	6	-13	5	0.3	-1	4	1	-14	-15
O=C(NCc1ccccc1)C(c1ccco1)N(C(=O)c1cnccn1)c1ccc(F)cc1 (stereo unspecified)	-3	-7	0	0.7	1	7	-1	18	11
C=CCC(Nc1ccccc1)c1cccc(OC)c1OC (stereo unspecified)	10	21	-24	1.5	7	17	0	18	18
COc1cccc2[nH]c3c(=O)[nH]cnc3c12	-14	-3	22	4.0	4	-4	-2	0	-18
COc1ccc2nc(NC(=O)CSc3nc(C)cc(=O)[nH]3)sc2c1	3	-9	-4	1.9	9	-10	-1	4	17
COc1cccc(Cn2cc(N)cn2)c1	-2	8	-8	2.2	4	-1	2	-3	-9
C#CCOC(=O)Nc1cccn(Cc2c(Cl)cccc2Cl)c1=O	2	6	26	0.1	2	14	0	27	-3
COC(=O)/C=C1/SC(=Nc2ccc(Cl)c(Cl)c2)NC1=O	3	-6	18	0.2	-4	24	-1	12	-1
CC1(NC(=O)C2CCCCC2)CCS(=O)(=O)C1 (stereo unspecified)	-1	-1	31	-0.5	-4	13	-4	2	8
Cc1cc(C(=O)CN2C(=O)C(=O)N(Cc3ccccc3)C2=O)c(C)n1-c1ccc2c(c1)OCCO2	-5	-15	29	-0.2	-2	-18	-3	-35	12
O=C(Cn1c(=O)n(-c2ccc(F)cc2)c(=O)c2sccc21)c1ccccc1	5	-7	19	0.8	0	5	2	-7	-13
O=C1C=C(c2ccccc2)C[C@@H](c2ccc(Cl)cc2)C1	1	-18	18	-0.6	1	45	-5	-17	5
COc1ccc(NC(=O)CCCC(=O)OCC(F)(F)C(F)F)cc1	-3	-3	15	-1.7	1	0	3	-6	3
C=CCN1C(=O)C(Cc2ccc(OC)cc2)S/C1=N/N=C/c1ccco1 (stereo unspecified)	5	6	22	-0.1	4	17	-3	15	-5
O=C(COC(=O)c1ccccc1SCC(=O)N1CCCC1)Nc1ccccc1OC(F)F	-8	17	13	1.7	-5	24	-1	4	-38
O=C(CCC(=O)c1cccs1)Nc1nc2ccccc2s1	-2	6	8	4.6	-1	5	-4	9	7
COc1ccc(OC)c(S(=O)(=O)Nc2cccc3ccc(O)cc23)c1	-11	6	-14	2.1	3	9	4	17	-4
CCO[C@H]1OC(C(N)=O)=C[C@@H](c2coc3ccccc3c2=O)[C@@H]1CCCO	-9	-9	-4	-2.7	0	-11	-3	-1	15
COc1ccc(C2Nc3cc(OC)ccc3-n3cccc32)cc1 (stereo unspecified)	-3	14	-17	3.1	-2	40	7	11	3
CCCCCC(CC(=O)NO)C(=O)NC(C(=O)N1CCCC1CO)C(C)C (stereo unspecified)	-3	4	20	-0.2	-9	10	-3	9	2
Cn1cnc2nc3n(c2c1=O)CCC3	6	-12	-11	1.3	-1	11	-3	4	-2
O=C(CSc1nnc(-c2ccccc2)n1C1CCCCC1)Nc1ccc(S(=O)(=O)Nc2ccccn2)cc1	1	11	12	6.5	-4	10	-1	17	-4
CS(=O)(=O)N(CC(=O)O)c1ccc(Oc2ccccc2)cc1	-1	-8	10	-2.5	-2	8	-4	6	5
N#Cc1c(NC(=O)C(=O)NCCCN2CCOCC2)sc2c1CCCC2	3	-11	4	1.6	0	-10	4	1	8
COC(=O)C(NC(C)=O)(Nc1nc2ccc(C)cc2s1)C(F)(F)F (stereo unspecified)	5	-33	20	-1.6	1	-22	-3	10	14
COc1ccccc1CNC(=O)C1CCN(Cc2nc(-c3cccc(Cl)c3)oc2C)CC1	7	-4	20	-0.1	0	-16	-4	-4	6
Cc1ccc(Sc2cc(Cl)nc(N)n2)cc1	7	3	-13	1.5	2	6	-2	9	-31
CC(C)=C(NC(=O)c1ccccc1)C(=O)Nc1cccc(C(=O)O)c1	-9	3	4	-1.7	-2	17	-2	3	1
COc1ccc(CCNC(=O)CSc2ccc(-c3cccs3)nn2)cc1	0	9	16	-0.8	0	11	0	15	0
COc1ccc(-c2nc(C#N)c(NCc3ccc(F)cc3)o2)cc1OC	11	9	8	1.1	12	-6	-2	-6	9
CC(C)(C)c1nnc(SCC(=O)c2ccccc2)n(N)c1=O	-5	9	-8	-0.4	2	24	3	19	14
N#C/C(=C\c1ccc(O)c(O)c1)C(=O)NCCCc1ccccc1	13	-2	23	151*	5	17	-1	11	22
O=[N+]([O-])c1cc(-c2cnc3ccccc3n2)ccc1Oc1ccc(F)cc1	4	0	-23	5.2	-1	15	-2	3	16
O=S(=O)(CCN1CCN(c2ccccn2)CC1)c1ccc(F)cc1	5	13	15	0.2	-1	9	-1	8	22
COc1ccc(S(=O)(=O)N2CCCC2C(=O)Nc2ccc(O)cc2)cc1 (stereo unspecified)	-6	2	-25	-2.3	3	9	-4	5	4
CN1C(=O)NC(c2ccc(O)cc2)C2=C1CN(c1cccc3ccccc13)C2=O (stereo unspecified)	-13	5	-25	-0.6	-2	8	1	2	-15
O=C(CCCN1C(=O)/C(=C/c2cccc(Br)c2)SC1=S)Nc1cccnc1	5	21	78*	0.0	-4	25	-4	37	-10
Cc1ccccc1N1CCN(C(=O)C2CCC(=O)N(C3CCCC3)C2)CC1 (stereo unspecified)	5	-4	27	0.3	-2	4	-3	12	3
COc1ccc(S(=O)(=O)N/N=c2\oc3c(OC)cccc3cc2S(=O)(=O)c2ccc(C)cc2)cc1OC	17	6	4	-1.8	-2	6	0	-9	26
Cc1ccc(S(=O)(=O)CCC(=O)OCc2ccc(Cl)cc2)cc1	-1	-40	11	-0.8	0	37	3	17	6
COc1ccc(/C=C2/SC(c3ccc(C)cc3)=NC2=O)cc1OC	-4	-15	17	5.8	-5	-7	-3	2	9
O=C(CSc1nnc(NC(=O)c2ccc(F)cc2F)s1)NC1CCCC1	3	-20	-4	1.6	-2	11	-4	0	3
O=C(c1cc2ccccc2o1)N1CCN(S(=O)(=O)c2cccs2)CC1	-6	14	30	0.9	-1	20	0	33	-13
Cc1cnn(CCC(=O)NNC(=S)Nc2cccc(Cl)c2)c1	8	0	-6	-1.6	-3	4	-3	1	17
O=C(Nc1cccc2cccc(NC(=O)c3ccco3)c12)c1ccco1	-5	3	-23	-0.4	-2	3	5	-2	-6
CCOC(=O)C1=C(C)NC2=C(C(=O)CCC2)C1c1ccc(O)c(OCC)c1 (stereo unspecified)	-4	-18	3	-0.2	0	20	0	6	-16
COc1ccc(N2CC(C(=O)Nc3nc4ccccc4s3)CC2=O)cc1 (stereo unspecified)	-6	9	40	2.2	-1	26	-3	0	-8
CCOc1ccc(S(=O)(=O)N2CCC(C(=O)NCc3ccncc3)CC2)cc1Cl	3	14	-1	2.1	-3	2	-1	-13	1

# Mdm2-MdmX inh, hit marks shown above
Molecule | CXCR6 block | Mdm2-MdmX inh | XBP1 UPR activ | tim10-1 inh | APJ antag
O=C(CCCN1C(=O)/C(=C/c2cccc(Br)c2)SC1=S)Nc1cccnc1 | 5 | 78* | -4 | 37 | -10

# (cont.)
smiles	CXCR6 block	TIM10 inh	Mdm2-MdmX inh	CHOP UPR activ	XBP1 UPR activ	tim23-1 inh	APJ ag	tim10-1 inh	APJ antag
C=CCN1CC(=O)N2C(C)c3[nH]c4ccccc4c3C[C@H]2C1=O (stereo partly specified)	-3	3	0	2.7	-3	17	-3	15	10
COC(=O)c1cc(Br)c(=O)n(-c2ccc(F)cc2)c1	-9	-17	2	-0.6	-4	7	6	0	1
Cc1ccnc(NC(=O)c2ccc(N3C(=O)CCC3=O)cc2)c1	-5	7	-6	5.3	1	12	-1	6	2
COC(=O)c1sc2ncn(CC(=O)N(C)C3CCCCC3)c(=O)c2c1C	-3	-16	2	2.3	-8	15	-4	-37	17
CCOC(=O)c1ccc(NC(=O)c2nc[nH]c2C(=O)NCCCCNC(=O)c2[nH]cnc2C(=O)Nc2ccc(C(=O)OCC)cc2)cc1	-13	0	17	-0.2	2	12	-3	10	-7
COc1ccc(/C=C/C(=O)OCC(=O)Nc2cccc(C(C)=O)c2)cc1	-8	12	-28	0.3	4	10	0	-4	7
CCN(CC)Cc1c(O)c(Cl)cc2c(C)c(C)c(=O)oc12	0	-1	-1	-2.0	1	3	-2	7	-2
CCCn1c(C)cc(C(=O)COC(=O)c2ccc(Cl)c(S(=O)(=O)N3CCCC3)c2)c1C	4	-6	15	2.5	2	22	-1	22	1
COc1ccc(CC(=O)OCc2cc3ccc(C)cc3[nH]c2=O)cc1	-6	13	1	1.2	0	1	-2	21	11

# Some of the compounds tested (hit frequency here may not be typical).
